ATXN2 expr inh: inhibitors of ATXN2 expression | Potency, µM (titrated, usually from 57 µM), for the others: top-dose activity change, negative = inhibition, actives largely listed as inhibitors | HEK-293 ATXN2-luciferase reporter, luminescence, 24 h | AID 1745845 | actives 0.72% (n = 360,000); further: potency means the concentration at half of the fitted maximal effect; on the % scale 0 is the no-effect control and ±100 the full control effect; nearly all actives have a fitted effect of over 55% in size
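qHTS (up to 57 uM final) was run with 24 h compound exposure of reporter cells at 37 °C. Each well was multiplexed: SteadyGlo luminescence measured ATXN2-luciferase expression after a fluorogenic Gly-Phe-AFC viability readout (25 uM final).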
HT1080NT lethal: kills 2HG-producing HT-1080-NT fibrosarcoma cells; HT-1080-NT fibrosarcoma viability, CellTiter-Glo ATP luminescence, 48 h; actives 1.6% (n = 360,000); AID 686970; Potency, µM (top dose mostly 46.1 µM), for the others: at the highest dose activity, negative = less viability, hits mostly cytotoxic;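 further: NT is the 2HG producing partner of a matched IDH1 knockdown line; potency means the concentration at half of the fitted maximal effect; 0% = DMSO-treated cells and -100% = media-only wells without cells; nearly all actives have a fitted effect of over 55% in size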
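A 48-hour cytotoxicity screen used HT-1080-NT cells plated 2 hours before compound delivery. ATP-based CellTiter-Glo luminescence measured viability, normalized to DMSO and no-cell controls.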
IL-1B inflam inh: inflammasome signaling inhibition, IL-1 beta readout; THP-1 LPS/ATP IL-1B secretion, AlphaLISA, 16 h; active compounds read low; activity change, % at 57.5 µM; actives 4.7% (n = 360,000); AID 743279; in the data active means activity change below about -50%; inconclusive means mostly about -30% to -49%; further: on the % scale 0 is the no-effect control and ±100 the full control effect
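THP-1 cells pretreated 1 hr with compounds (up to 57.5 uM final), then stimulated with LPS (250 ng/mL final) plus ATP (1.25 mM final); secreted IL-1B measured by AlphaLISA after 16 hr, decreased signal indicating inhibition.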
ATXN viability: viability counter-screen for ATXN expression inhibitors. S2 cells (HEK-293 line with an ATXN2-luciferase reporter) viability, CellTiter-Fluor protease fluorescence, 24 h. Potency, µM (titrated, usually from 56.7 µM), most hits filed as cytotoxic. actives 0.49% (n = 400,000); further: potency means the concentration at half of the fitted maximal effect; nearly all actives have a fitted effect of over 40% in size
SW480 rereplic: induces DNA re-replication in SW480 colon adenocarcinoma cells; SW480 DNA re-replication, Hoechst DNA content imaging, 48 h; Potency, µM (titrated, usually from 46.1 µM), without a hit: at the top dose re-replication activation, most hits filed as activators; actives 1.8% (n = 340,000); AID 624297; further: potency means the concentration at half of the fitted maximal effect; % of control where 0% means no effect; nearly all actives have a fitted effect of over 55% in size
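First, 250 cells per well were seeded. Next, compound or vehicle (23 nL) was pinned in, plates sat 48 hr at 37 C. Finally Hoechst was added for 40 min before fluorescence scanning.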
HT1080 IDH1KD tx: kills HT-1080 cells with IDH1 knockdown; actives 2% (n = 360,000); HT-1080 IDH1 knockdown viability, ATP luminescence, 48 h; Potency, µM (doses to about 46.1 µM), for inactives: top-dose activity, negative = toxicity, actives largely listed as cytotoxic;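 further: potency means the concentration at half of the fitted maximal effect; 0% = DMSO wells and -100% = cell-free medium wells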
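HT-1080-IDH1KD cells (IDH1 knocked down), 750/well in RPMI with 5% FBS, treated with compound 48 h at 37 degrees C. Viability by CellTiter-Glo luminescence, normalised to DMSO and no-cell wells; concentration-response curves classed.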
MCF10A rereplic: induces DNA re-replication in MCF 10a normal breast cells; Potency, µM (top dose mostly 46.1 µM), without a hit: at the top dose activity, positive = re-replication, usual class: activators; MCF 10A DNA re-replication, Hoechst nuclear intensity, 48 h; actives 2.9% (n = 350,000); further: potency means the concentration at half of the fitted maximal effect; % of control where 0% means no effect; nearly all actives have a fitted effect of over 50% in size
KB-3-1 tox: KB-3-1 parental cell cytotoxicity | actives 1.4% (n = 400,000) | KB-3-1 viability, CellTiter-Glo ATP luminescence, 72 h | AID 1347075 | Potency, µM (series often up to 46.1 µM), inactives show at the highest dose activity change, negative = cytotoxic, usual class: cytotoxic; further: potency means the concentration at half of the fitted maximal effect; on the % scale 0 is the no-effect control and ±100 the full control effect; nearly all actives have a fitted effect of over 60% in size
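72 h, 37 °C compound treatment of KB-3-1 parental cells; CellTiter-Glo added, 10 min, luminescence read. Data corrected against DMSO-only plates and normalized before curve fitting.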
HepG2 tox: counter-screen for TGF-b inhibitors: cytotoxicity in HepG2 cells | HepG2 CAGA-GFP viability, ATP luminescence, 18 h | Potency, µM (titrated, usually from 46.1 µM), without a hit: top-dose activity change, negative = cytotoxicity, most hits filed as cytotoxic | actives 0.76% (n = 410,000); further: potency means the concentration at half of the fitted maximal effect; some results filed as inactive show a strong effect at the top dose
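HepG2 CAGA-GFP cells (1000/well, DMEM with 1% FBS) received compound, then TGF-beta at 500 pg/mL final, and were incubated 18 hours at 37 degrees C. Viability was read by CellTiter-Glo luminescence. Media-only wells were set as complete cell-killing and DMSO as no toxicity.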
An asterisk follows results filed as active; i = inactive; u = inconclusive; x = not tested or not shown; & = joins results of further samples; [ ] = another dose, or the depositor's remark. Unless noted, the call rests on the fitted dose curve; in most records, active means well fitted curve in the direction sought with a large enough effect; inconclusive means small, poorly fitted or top-dose-only effect, or another doubt; inactive means no such curve, though single readings can be large; an effect the other way counts as inactive or inconclusive.

Below each SMILES: ATXN2 expr inh	HT1080NT lethal	IL-1B inflam inh	ATXN viability	SW480 rereplic	HT1080 IDH1KD tx	MCF10A rereplic	KB-3-1 tox	HepG2 tox
#1 COc1ccc(Cl)cc1NC(=O)c1oc(C)nc1C
    0%	-5%	18	i	5%	-7%	u	-4%	1%
#2 COc1ccc(N(CC(=O)NCCSc2ccccc2)S(C)(=O)=O)cc1
    -4%	-5%	-11	i	3%	-7%	-2%	u	5%
#3 CCOc1ccc(C(=O)Nn2cnnc2)cc1
    -3%	3%	15	i	-5%	1%	3%	3%	5%
#4 Cn1c(=O)c2c(SCC(=O)Nc3ccc4c(c3)OCCO4)nc(CC(C)(C)C)nc2n(C)c1=O
    -2%	-1%	7	i	-1%	1%	4%	-1%	5%
#5 CCOCCCn1c(C)nc2c(c1=O)c1nc3ccccc3nc1n2CCC1=CCCCC1
    -16%	u	-73*	u	u	u	u	u	-4%
#6 Cc1c(C)n(C)c2ccc(C(=O)N3CCN(c4ccccn4)CC3)cc12
    x	-1%	-9	u	-8%	9%	10%	2%	-1%
#7 Cc1ccc(S(=O)(=O)c2nc(-c3ccco3)oc2SCC(=O)c2ccc(Cl)cc2)cc1
    9%	x	x	u	x	x	x	13%	-15%
#8 CCN(CC)C(=O)c1sc(NC(=S)N2CCN(C(=O)C3CCCO3)CC2)c(C(=O)OC)c1C (configuration not stated)
    -19%	-4%	1	i	-2%	-1%	0%	11%	-7%
#9 O=C(c1cccnc1)N1CCCc2ccccc21
    27%	9%	0	i	-10%	0%	9%	2%	1%
#10 Cc1c(C(=O)N2CCCC2(C)C(=O)NCC(C)C)oc2ccccc12 (configuration not stated)
    8%	17%	12	i	x	u	x	0%	11%
#11 O=C(c1ccc(Cl)cc1)C(CN1CCCCC1)c1ccccc1 (configuration not stated)
    u	5.8µM*	-103*	x	u	2.6µM*	u	23µM*	5.6µM*
#12 Cc1cccc(-n2c(O)c(C=Nc3ccc(O)cc3)c3ccccc3c2=O)n1
    -15%	9%	u	i	-292%[inhibitor]	14%	3%	1%	15%
#13 Cc1ccc(-c2cc(C(=O)N3CCN(c4ccccc4O)CC3)c3ccccc3n2)o1
    -13%	u	u	i	27%	u	14%	6%	-27%
#14 COc1ccc(C)cc1S(=O)(=O)N(C)CC(=O)NCc1ccco1
    -3%	-1%	-10	i	9%	0%	-4%	-2%	-1%
#15 COC(=O)[C@@H](CC(C)C)N(Cc1ccccc1)S(=O)(=O)N(Cc1ccccc1)[C@@H](CC(C)C)C(=O)OC
    -5%	-3%	14	i	2%	-7%	12%	u	4%&0%
#16 COC(=O)C1CN(C(=O)C(C)Oc2ccccc2F)c2ccccc2O1 (configuration not stated)
    3%	2%	55	i	-29%	7%	5%	-4%	-62%
#17 COC(=O)c1ccc(COn2c(=O)c(C)[n+]([O-])c3ccccc32)cc1
    x	0%	-23	x	-16%	0%	4%	23%	20%
#18 NC(c1csc(Nc2cc(Oc3ccccc3)ncn2)n1)c1ccccc1Cl (configuration not stated)
    u	u	-89*	u	x	u	x	u	-13%
#19 CC(C)CSc1ncnc2c1oc1nc3c(cc12)COC(C)(C)C3
    16%	-6%	-6	u	-8%	8%	1%	u	-2%
#20 O=C(CSc1nnc(-c2ccco2)o1)c1ccc(O)cc1O
    2%	4%	23	i	4%	6%	u	2%	-2%
#21 CCOC(=O)c1sc(=NC(=O)c2c(F)cccc2F)n(C)c1C
    x	18%	-1	i	-11%	15%	12%	1%	-36%
#22 CCS(=O)(=O)c1ccc(C(=O)NC)c(Cl)c1Cl
    -8%[11.3 µM]	20%	0	i	4%	6%	0%	-2%	-3%
#23 O=C(c1ccccc1F)N1C(=O)c2cccc3cccc1c23
    x	-1%	25	i	-11%	6%	1%	6%	-8%
#24 COC1=C(OC)C(=O)C(CCCCCCCCCCO)=C(C)C1=O
    u	x	x	u	-3%	x	1%	x	x
#25 O=C(COc1ccccc1)NCC(=O)N1CCCC(C(F)(F)F)C1 (configuration not stated)
    0%	-2%	13	u	-50%[inhibitor]	10%	4%	1%	1%
#26 N#Cc1cc2ccccc2nc1SCC(=O)Nc1ccccc1N1CCOCC1
    -19%	7%	-6	i	-8%	0%	-2%	7%	3%
#27 CCCc1[nH]c2ccc(C(=O)OC)cc2c1CCC
    -2%	4%	-9	u	-4%	-15%	u	2%	-33%
#28 Cc1ccccc1SCC(=O)NCC1(N2CCCCC2)CCCCC1
    x	-10%	-12	i	x	-1%	x	0%	-23%
#29 O=C(Nc1ccccc1F)c1ccncc1
    -4%	8%	33	i	-1%	10%	15%	-2%	-3%
#30 Cc1ccc(Cn2c(C(C)Nc3nc(-c4ccc(F)cc4)cs3)nc3cc(Cl)c(Cl)cc32)cc1 (configuration not stated)
    8%	0%	30	i	-9%	-4%	u	-12%	-19%

Continued; it opens with the 2 that closed the last part.
Below each SMILES: ATXN2 expr inh	HT1080NT lethal	IL-1B inflam inh	ATXN viability	SW480 rereplic	HT1080 IDH1KD tx	MCF10A rereplic	KB-3-1 tox	HepG2 tox
#29 O=C(Nc1ccccc1F)c1ccncc1
    -4%	8%	33	i	-1%	10%	15%	-2%	-3%
#30 Cc1ccc(Cn2c(C(C)Nc3nc(-c4ccc(F)cc4)cs3)nc3cc(Cl)c(Cl)cc32)cc1 (configuration not stated)
    8%	0%	30	i	-9%	-4%	u	-12%	-19%
#31 Cc1ccc(CN(C(=O)c2cc(=O)c3cc(C)cc(C)c3o2)C2CCS(=O)(=O)C2)cc1 (configuration not stated)
    x	-4%	-16	i	-11%	-1%	1%	1%	-11%
#32 COc1ccc(N2C(=O)C(CC(=O)Nc3ccccc3)N(Cc3ccc(OC)c(OC)c3)C2=O)cc1 (configuration not stated)
    -28%[11.3 µM]	2%	5	i	2%	9%	-10%	3%	-1%
#33 COc1cc(OC)cc(C(=O)NC(C(=O)NNC(=O)c2cc(Cl)ccc2OC)C(C)C)c1 (configuration not stated)
    x	2%	-11	i	-1%	-1%	1%	0%	0%
#34 Cc1cccc(C)c1OC(=O)c1ccccc1
    2%	0%	-8	i	4%	0%	13%	-2%	-11%
#35 CCOC(=O)C1(Cc2ccccc2C)CCCN(C(=O)CSC)C1 (configuration not stated)
    -8%	-1%	12	i	11%[1.84 µM]	6%	-23%	-11%	-2%
#36 Cn1c(-c2ccco2)n[nH]c1=S
    -26%	-4%	0	i	4%	0%	2%	-9%	-13%
#37 CCOC(=O)CSc1nnc(-c2nnc(SCC(=O)OCC)n2CC)n1CC
    x	13%	15	x	-2%	11%	1%	18%	7%
#38 CCOC(=O)C1CCCN(CCC(=O)Nc2ccc(Br)c(C)c2)C1 (configuration not stated)
    x	-17%	18	i	-1%	-10%	11%	0%	-5%
#39 O=C(Nc1ccccn1)C12CC3CC(CC(C3)C1)C2
    7%	15%	29	i	-2%	13%	3%	-4%	-14%
#40 O=C(CN1C2CCCC1CC(NC(=O)c1ccccc1)C2)NC1CC1 (configuration not stated)
    -9%	4%	29	i	2%	7%	-10%	7%	4%
#41 Cc1ccccc1-c1noc(CCC(=O)NC2CCCCC2)n1
    -11%	24%	15	i	-23%	22%	7%	u	-11%
#42 CN(C)c1ccc(C(=S)N2CCN(Cc3ccccc3)CC2)cc1
    x	-4%	-5	i	-16%	11%	-3%	-1%	-12%
#43 COc1ccc(CCNC(=O)C2CCN(S(=O)(=O)N3CCCCC3)CC2)cc1OC
    4%	17%	-6	i	1%	2%	9%	-12%	0%
#44 O=c1[nH]c2c(oc3ccccc32)c(=O)n1Cc1ccccc1
    1%	1%	9	i	-7%	3%	-2%	-1%	-26%
#45 COc1ccc(/C=C/c2ccc3cccc(O)c3n2)cc1Br
    x	-11%	10	i	10%	-7%	6%	u	-30%
#46 CCN(c1ccccc1)S(=O)(=O)c1cccc(C(=O)NCC(c2ccco2)N2CCCC2)c1 (configuration not stated)
    -17%	-3%	-19	i	9%	-1%	30%	-14%	-34%
#47 Fc1ccc(-c2cc(C(F)(F)F)nc(-n3cccn3)n2)cc1
    -24%	0%	-14	i	-6%	0%	-2%	-2%	-8%
#48 CC(=O)c1cccc(NC(=O)CN2C(=S)NC(C)(C)CC2C)c1 (configuration not stated)
    -4%	14%	26	i	-5%	10%	-6%	-8%	3%
#49 O=C(NCC(=O)N1CCC2(CC1)NCCc1[nH]cnc12)c1ccc(Br)cc1
    8%	16%	-18	i	6%	-1%	2%	u	4%
#50 CC(OC(=O)c1ccccc1O)C(=O)Nc1cccc(Cl)c1 (configuration not stated)
    -5%	-2%	1	i	-7%	-9%	-14%	-7%	-6%
#51 O=C(c1ccc(Cl)cc1)c1cnc(-c2ccccc2)s1
    27%	-4%	1	i	-6%	0%	-2%	1%	-2%
#52 COc1ccc(NC(=O)c2cccc(OS(=O)(=O)N(C)C)c2)cc1
    20%	-13%	-12	i	-3%	-13%	-4%	-12%	-3%
#53 CCN1C(=O)[C@H]2[C@@H](c3ccc(OC)cc3)N[C@]3(CCCN(Cc4cccn4C)C3=O)[C@H]2C1=O
    3%	6%	-2	i	x	5%	x	21%	4%
#54 CC(=O)Nc1ccc(NC(=O)Cc2sc(-c3cccnc3)nc2-c2ccc(C)cc2)cc1
    3%[11.3 µM]	0%	0	i	-15%	0%	8%	24%	-5%
#55 CSc1ncc(F)c(N(CCO)CCO)n1
    5%	-2%	0	i	-4%	-3%	11%	3%	1%
#56 O=C(Nc1ccccc1F)C1CCN(C(=O)NCc2ccccc2)CC1
    0%	-2%	-10	i	-18%	0%	-2%	-8%	-4%
#57 COc1ccc(NC(=O)COC(=O)c2c(NC(C)=O)sc(C)c2C)cc1
    x	1%	3	u	x	-7%	x	u	-16%
#58 CCOc1ccc(-c2nnc(-c3snc(-c4ccc(F)cc4)c3N=CN(C)C)o2)cc1
    -3%	-4%	11	i	3%	-2%	u	-10%	-18%
#59 O=C1c2ccccc2C(=O)C1(CO)c1ccc(OC(F)F)cc1
    6%	-1%	14	i	-21%	-2%	0%	-23%	-11%

Bioassay records deposited in PubChem by National Center for Advancing Translational Sciences (NCATS).
